From PubChem
FN deposition inh: inhibitors of fibronectin matrix deposition, primary screen, AH1F cells, Alexa488-fibronectin fluorescence, plate reader | AID 743247, 2014 | AH1F fibroblasts, overnight | inhibition, % at 12.6 µM | 350,000 tested, 0.086% active;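 active = mean inhibition across replicates of 30% or more, regardless of how many single replicates reach that level; inconclusive = mean under 30% yet at least half of replicates reach 30%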;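 also: positive control wells lacked labelled fibronectin entirely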
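Material: AH1F fibroblast monolayer depositing Alexa488-labelled fibronectin into matrix / Amount: 10000 AH1F cells per well / Signal: fluorescence 485/525 nm / Medium: DMEM, 2% serum / Compound: single dose, pinned / Incubation: 1 h cell adhesion before compound, then overnight fibronectin incubation / Reagent: Alexa488-FN, 24 nM final / Read-out: inhibition of fibronectin deposition signal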
DENV2 CPE rescue: inhibitors of DENV2 cytopathic effect, primary screen, cell-based, plate reader, single concentration. 350,000 tested, 1.7% active. AID 651640, 2012. DENV2-infected cells, cytopathic effect rescue. CPE inhibition, % at 9.99 µM; in the data active = CPE inhibition above about 20%, passing the limit was not always enough; inconclusive = no clear call, values can overlap the other calls; tested in BHK-21 cells;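 also: 0% = median of neutral control wells and 100% = median of positive control wells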
miR122 inh: miR-122 Renilla sensor signal increase in Huh7, primary screen, miR-122 inhibitor project, cell-based, single point, plate reader | Huh7 miR-122 Renilla luciferase sensor, 48 h; neutral wells = 0, positive control = 100 | 340,000 tested, 0.3% active | activation (reporter increase), % at 12.5 µM | AID 602342, 2012;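 active = mean replicate activation score at least 90 and every replicate individually at or above 90; inconclusive = only one of the two criteria met; inactive = neither criterion met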;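 also: higher luciferase means less miR-122 activity so hits act as miR-122 inhibitors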
EWS-Fli block: EWS/Fli-driven NR0B1 reporter inhibitors, primary screen, A673 cells, NR0B1 luciferase, luminescence, MLPCN library; viability-normalised; 350,000 tested, 0.67% active; AID 651661, 2012; inhibition, % at 12.6 µM;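 active = mean inhibition of at least 50% after viability correction, with every replicate also passing that limit; inconclusive = mean reaches 50% but only one of two replicates passes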;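 also: firefly luciferase signal divided by Alamar Blue viability fluorescence both relative to DMSO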
CFTR F508del cor: F508del CFTR correction, initial screen, CFBE line, single point | activity (quench increase), % at 7.58 µM | 350,000 tested, 0.36% active | CFBE cells, YFP halide quenching; stimulated with forskolin plus potentiator P3; % fluorescence drop versus neutral controls;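 active = mean added fluorescence quench of at least 8% versus neutral control, with both replicates also reaching 8%; inconclusive = only one of the mean or replicate conditions met; inactive = mean below 8% and not both replicates reaching 8%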;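 also: cells transiently co-express mutant CFTR-F508del with the halide-sensitive YFP; corrector assay measuring rescue of mutant channel to the surface after 24 h compound exposure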
INS-1E GSIS act: GLuc luminescence reporter in INS-1E cells, primary screen for activators of glucose-dependent secretion of insulin; INS-1E GLuc reporter insulin secretion, 2-3 h; activation, % at 16.6 µM; 370,000 tested, 0.61% active;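 active = lowest replicate activation of at least 40%, so every replicate reaches that level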;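 also: 0% = median of neutral control wells and 100% = median of IBMX positive control wells; some compounds called inactive have numbers as strong as hits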
PAX8 inh HTS: inhibitors of PAX8-driven TPO luciferase reporter, primary screen, RMG-I cells, single concentration; SteadyGlo, 24 h; inhibition, % at 12.6 µM; 360,000 tested, 1.2% active; AID 652154, 2013;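 active = mean replicate inhibition at least 60% with every replicate also reaching 60%; inconclusive = only one of the two criteria is met; inactive = mean below 60% and not all replicates reaching 60%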;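 also: luciferase light reporting Pax8 driven TPO promoter activity; plate controls were median of neutral control wells for no effect and mitoxantrone controls for full effect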
Starred values were filed as active, the others as inactive; u = inconclusive; x = no result given; [ ] = remark or other dose. An unsorted share of the library; about 3.9% have a hit in one of these screens.

Each structure is followed by: PAX8 inh HTS, CFTR F508del cor, INS-1E GSIS act, DENV2 CPE rescue, EWS-Fli block, miR122 inh, FN deposition inh
CCOc1ccc(-n2nnc3c(=O)n(CC(=O)c4ccccc4)cnc32)cc1
    -1, -1.2, x, -3, -5, x, 5
Cc1cc(-c2csc(NC(=O)C3=COCCO3)n2)c(C)n1C
    -18, 1.2, 16, 6, -8, x, 2
CN1CCCC(OC(=O)/C(C#N)=C/c2ccccc2)C1 (stereo not drawn)
    18, -2.2, -5, 7, 2, -5, 4
COC(=O)[C@]1(Cc2ccccc2)N[C@H](CN(C)C(=O)c2ccc(F)cc2)[C@@H]2C(=O)N(Cc3ccccc3)C(=O)[C@@H]21
    0, 0.3, -33, -12, 3, 3, -3
CC(=O)N1CC(=O)N2[C@H](CO)[C@@H](c3ccc(-c4ccc(C#N)cc4)cc3)[C@H]2C1
    -3, 1.5, 2, 19, 10, x, x
COc1ccccc1NC(=O)NNC(=O)CCc1ccccc1
    15, -1.0, -9, 0, x, 2, 3
CCOc1ccccc1N1CCN(C(=O)c2ccccc2SCC(=O)N2CCCC2)CC1
    -6, -0.8, 2, -11, -6, 3, -10
Cc1cccc(Nc2nc3ccccc3s2)c1C
    -151, x, 9, x, -69, x, 3
CCOC(=O)c1ccc(NC(=S)NCCc2ccccc2F)cc1
    -8, 1.4, x, -3, -14, x, -13
O=C(NNC(=S)NC1CCCCC1)c1ccccc1Cl
    -43, 2.9, 16, -3, 4, 8, x
Cc1nnn(-c2nonc2N)c1C(=O)NNC(=O)c1ccc(Cl)c(Cl)c1
    3, -1.7, 12, -5, -6, x, 5
O=C1CCCCC(=O)[C@H](OC(=O)c2ccccc2)C[C@H](c2ccccc2)O1
    -16, 0.8, -27, -7, 3, x, 1
O=C1CNC(=O)c2cc(Cl)ccc2N1
    0, 1.4, x, 0, 0, x, 0
CSc1ccccc1C(=O)NC1CCCN(Cc2ccccc2F)C1 (stereo not drawn)
    25, -4.7, 3, 4, 0, 6, 0
CC1(C(=O)NC2CCc3ccccc32)CCN1CCc1ccccc1 (stereo not drawn)
    0, -1.5, x, 2, 11, 1, -2
CN(CC(=O)Nc1ccccc1C(F)(F)F)C(=O)COc1ccccc1Cc1ccccc1
    1, -2.4, -4, u, 6, -14, 6
COC(=O)[C@@]1(Cc2ccccc2)[C@H]2C(=O)N(C)C(=O)[C@H]2[C@H]2CN=C(SCc3ccccc3)N21
    -3, 2.4, -20, -17, 3, -4, -3
CCOC(=O)c1c(NC(=O)CSc2nnc(C)c(=O)[nH]2)sc(C)c1-c1ccc(C)cc1
    -7, 2.9, -15, 9, 5, -6, -15
CC(=O)Nc1ccc(S(=O)(=O)Nc2ccc(N3CCCCC3)cc2)cc1
    39, -0.5, -23, 11, 63*, -18, -7
CCOC(=O)N1CCN(CC(=O)Nc2ccc(F)cc2)CC1
    -12, -2.9, 38, 8, 1, x, -10
CSC1=N/C(=C/c2cccnc2)C(=O)N1Cc1ccc(Cl)cc1
    -28, 2.7, -15, u, -8, -3, 12
COc1ccccc1Sc1ccccc1/C=N/NC(N)=O
    7, 1.5, 20, -2, -2, 5, 11
Cc1ccc(NC(=O)CCCCCN2C(=O)[C@@H]3Cc4ccccc4CN3C2=O)c(Cl)c1
    7, -1.1, -11, 5, x, -8, 1
Cc1cc2c3ccccc3ncn2n1
    -18, 1.6, 4, -4, -19, x, 2
NC(=O)Cn1nnc(-c2ccc(CN3CCCCC3)cc2)n1
    2, 0.5, 1, 8, 3, x, 1
Cc1cccc(NC(=O)CNC(=O)c2ccc(S(=O)(=O)NCc3ccco3)cc2)c1C
    15, -2.7, -4, 14, -10, -1, 6
Cc1noc(C)c1NC(=O)Nc1ccc2c(c1)CC(=O)N([C@@H](C)CO)C[C@@H](C)[C@H](CN(C)Cc1ccccc1)O2
    14, 2.6, 7, 12, -7, 8[16.7 µM], x
C/C(CS(=O)(=O)c1ccc(Cl)c(Cl)c1)=N/NC(N)=S
    11, -2.7, 2, -5, 1, x, x
CCCCN1C[C@H](C)[C@@H](CC(=O)Nc2ccccc2)C1=O
    4, 0.6, -7, -3, -3, -3, 2
C[C@@H]1CN([C@@H](C)CO)C(=O)c2cc(NS(=O)(=O)c3ccc(F)cc3)ccc2O[C@@H](C)CCCCO[C@@H]1CN(C)Cc1ccccc1
    38, 0.8, -25, -5, -8, -1[16.7 µM], -13
CC(C)(C)N(Cc1ccccc1)C(=O)COC(=O)c1ccccc1SCC(=O)N1CCCC1
    4, -1.6, -12, 0, -1, x, 0
COc1cccc(CNC(=O)C(c2ccc(Cl)cc2)C(C)C)c1 (stereo not drawn)
    -13, x, 1, x, x, 1, x
O=C(C[C@H]1C[C@@H]2c3cc(NC(=O)C4CCC4)ccc3O[C@@H]2[C@@H](CO)O1)NC1CCCC1
    -18, -0.3, -1, 1, -1, 5[16.7 µM], 1
CCn1ccnc1CN1CCC(n2nccc2NC(=O)c2ccccc2OC)CC1
    6, 0.7, 9, 10, x, 2, x
COc1cc(NC(=O)c2ccc(-c3cn[nH]c3)c3ccoc23)cc(OC)c1OC
    -4, 0.4, x, 1, -16, -4, -1
O=C(C[C@@H]1CC[C@H]2[C@@H](COC[C@H](O)CN2C(=O)c2ccncc2)O1)NCc1ccc(-c2ccccc2)cc1
    8, -0.9, -1, 0, 1, -3[16.7 µM], -13
CCc1nc2ccc(C(=O)NCc3ccccc3)cc2nc1CC
    -16, 0.3, 7, x, 3, x, 4
C[C@H]1CN([C@@H](C)CO)C(=O)Cc2cc(NS(=O)(=O)c3ccccc3)ccc2O[C@@H]1CN(C)S(=O)(=O)c1cn(C)cn1
    -23, -0.3, 13, -8, -2, -5[16.7 µM], x
CCC(=O)N1C[C@H](C)[C@H](OC)CN(C)C(=O)c2ccc(NC(=O)Nc3ccccc3)cc2OC[C@@H]1C
    x, -0.2, -13, 2, -11, -3[16.7 µM], -1
O=C(NCc1ccco1)c1ccccc1-c1nc(-c2ccc(F)cc2)no1
    24, 2.2, -22, 0, -9, x, -2
O=C(O)CCC(=O)Nc1ccc(Cc2ccc(NC(=O)CCC(=O)O)c(O)c2)cc1O
    6, x, 14, x, x, -4, -15
CCCC#Cc1ccc2c(c1)O[C@@H](CN(C)CCC)[C@@H](C)CN([C@H](C)CO)S2(=O)=O
    x, 1.9, -25, 3, 9, -3[16.7 µM], x
Cc1ccc([C@@H]2[C@@H]3C(=O)N(C)C(=O)[C@@H]3[C@]3(C)C(=O)N(CC4CC4)CC(=O)N23)o1
    -2, 0.7, x, 5, -3, -17, -10
O=C(CSc1n[nH]c(-c2ccccc2Br)n1)NC(=O)NCc1ccco1
    -17, x, x, x, x, 4, -3
O=C(Cc1ccccc1)N1C[C@H]2[C@@H](c3ccccc31)[C@@H](CO)N2C(=O)Nc1ccc(F)cc1
    2, 0.4, -10, -7, -14, 3[16.7 µM], x
C[C@H]([C@H](O)c1ccccc1)N(C)C(=O)CN
    -2, -1.7, -6, -2, -1, -5, 0
CCC(=O)N1N=C(c2c(O)n(C)c(=O)n(C)c2=O)CC1c1ccccc1 (stereo not drawn)
    32, 5.1, 17, -6, 17, x, 3
C[C@H]1CN([C@@H](C)CO)C(=O)Cc2cc(N(C)C)ccc2O[C@@H]1CN(C)S(=O)(=O)c1ccccc1
    -3, 2.7, 22, -4, x, 10[16.7 µM], x
CCN(C(=O)COC(=O)c1cc(S(=O)(=O)N2CCOCC2)ccc1F)C1CCS(=O)(=O)C1 (stereo not drawn)
    4, 0.6, 7, 11, -1, 5, x
O=C(CNS(=O)(=O)c1ccc(Br)s1)NC1CCCc2ccccc21 (stereo not drawn)
    0, -3.5, -12, 6, 12, x, x
BrCCOCCOc1ccc2ccccc2c1
    -21, x, 23, x, x, x, -3
COc1ccc(OC)c(-c2c(=O)n(OCc3ccccc3Br)c3ccccc3[n+]2[O-])c1
    25, x, 6, x, x, x, -2
COc1cccc(Cn2cnc3c(sc4nc(C)cc(C)c43)c2=O)c1
    2, 5.9, 16, -1, -5, x, 5
CC1C(=O)C(C)C(c2ccc(O)cc2)NC1c1ccc(O)cc1 (stereo not drawn)
    19, -0.6, 1, 7, -5, -4, 3
O=C1CCCc2ccccc2N1Cc1cccc(F)c1
    6, 3.5, x, -1, -25, x, x
C[C@H](CO)N1C[C@H](C)[C@H](CN(C)C(=O)C2CCCCC2)OCCCC[C@H](C)Oc2ccc(NS(=O)(=O)c3ccc(F)cc3)cc2C1=O
    46, 0.8, -33, 6, -8, -5[16.7 µM], -8
Cc1ccc2nc(SCC(=O)N3CCCCC3)nc(=O)n2c1
    -13, 2.7, 2, u, -6, 0, -2
O=C(C[C@H]1C=C[C@H](NC(=O)C2CC2)[C@@H](CO)O1)NC1CCC1
    -3, -1.1, -4, 2, 2, -1[16.7 µM], -10
CCCCNc1c(-c2cccc(-c3cc(C(C)=O)cs3)c2)nc2ccc(C)cn12
    37, 3.0, 9, x, 9, 8, -13
C[C@H](CO)N1C[C@H](C)[C@H](CN(C)C(=O)c2ccc(F)cc2)Oc2ncc(C#CCN(C)C)cc2C1=O
    x, -0.9, 6, 35*, -1, -3[16.7 µM], x

The results go on.
Each structure is followed by: PAX8 inh HTS, CFTR F508del cor, INS-1E GSIS act, DENV2 CPE rescue, EWS-Fli block, miR122 inh, FN deposition inh
Cc1noc(NC(=O)c2ccc(Cl)c(Cl)c2)c1Cl
    19, 3.4, 4, 6, -11, x, 1
O=C(CSc1ncccc1C(=O)O)NC12CC3CC(CC(C3)C1)C2
    -2, 0.5, -16, -2, 14, x, -6
COCCNC(=O)C[C@@H]1C[C@H]2c3cc(NC(=O)Nc4ccccc4)ccc3O[C@H]2[C@@H](CO)O1
    -3, -0.2, 9, -3, 2, 0[16.7 µM], -4
Cc1cc(C(=O)Nc2cnc3ccccc3c2)ccc1[N+](=O)[O-]
    -117, -3.2, 11, -3, -74, x, -5
CCCCNC(=O)c1cc2cccc([N+](=O)[O-])c2[nH]1
    -2, -3.0, x, -4, -25, x, -6
CCC(C)C(NC(=O)C1CCC(C)CC1)C(=O)Nc1ccc(OC)cc1 (stereo not drawn)
    -8, -0.5, -8, -3, -6, -10, -1
Cc1cc(Cn2nc(-c3ccccc3)cc2C(=O)NCc2cccs2)on1
    -13, -3.7, -20, -14, 23, 19, -5
